Compound activity (PubChem)
mIDH1 inhibitor: blocks human mutant IDH1 R132H enzyme | 390,000 compounds, 0.093% hits | IDH1-R132H enzyme, NADPH consumption, diaphorase/resazurin fluorescence | Potency, µM (top dose mostly 76.6 µM), inactives show at the top dose activity change, negative = inhibition, hits mostly inhibitors | O75874; note: potency is the fitted concentration of half-maximal effect; % is set by controls: 0 for no effect and ±100 for the full control effect; nearly all actives have a fitted effect of over 65% in size
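IDH1-R132H (0.5 ug/mL dispensed) in pH 7.5 Tris buffer was preincubated 30 min with compound, then given a substrate mix of 0.016 mM NADPH and 2 mM alpha-KG for 80 min at room temperature; remaining NADPH was read by diaphorase/resazurin fluorescence.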
Pin1 inh: human Pin1 inhibition | Pin1 FP peptide displacement, HiFluor488, 10 min | Potency, µM (titrated, usually from 115 µM), for inactives: at the top dose activity, negative = inhibition, usual class: inhibitors | 390,000 compounds, 0.009% hits; active = well fitted inhibition curve with a large enough effect in the polarisation, with a control signal flat, not every such curve was filed as active; inconclusive = small, poorly fitted or top-dose-only effect, or effect the other way, or a change in a side signal; inactive = no such curve, though single readings can be large or run the other way; the % refers to the polarisation; note: potency is the fitted concentration of half-maximal effect; % is set by controls: 0 for no effect and ±100 for the full control effect
Target sequence (Q13526 whole entry, looked up): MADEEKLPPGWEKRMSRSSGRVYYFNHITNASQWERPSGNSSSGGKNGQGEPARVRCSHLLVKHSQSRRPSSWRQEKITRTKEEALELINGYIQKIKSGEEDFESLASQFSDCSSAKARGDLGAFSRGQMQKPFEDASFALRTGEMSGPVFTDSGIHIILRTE
TrxR1 substrate: is turned over as a substrate by rat TrxR1 | purified TrxR1 substrate turnover, NADPH consumption readout | Potency, µM (doses to about 114 µM), for the others: at the top dose activity change, negative = substrate turnover | 390,000 compounds, 0.01% hits | AID 588456; note: potency is the fitted concentration of half-maximal effect; % is set by controls: 0 for no effect and ±100 for the full control effect; nearly all actives have a fitted effect of over 50% in size
Target sequence (O89049 whole entry, looked up): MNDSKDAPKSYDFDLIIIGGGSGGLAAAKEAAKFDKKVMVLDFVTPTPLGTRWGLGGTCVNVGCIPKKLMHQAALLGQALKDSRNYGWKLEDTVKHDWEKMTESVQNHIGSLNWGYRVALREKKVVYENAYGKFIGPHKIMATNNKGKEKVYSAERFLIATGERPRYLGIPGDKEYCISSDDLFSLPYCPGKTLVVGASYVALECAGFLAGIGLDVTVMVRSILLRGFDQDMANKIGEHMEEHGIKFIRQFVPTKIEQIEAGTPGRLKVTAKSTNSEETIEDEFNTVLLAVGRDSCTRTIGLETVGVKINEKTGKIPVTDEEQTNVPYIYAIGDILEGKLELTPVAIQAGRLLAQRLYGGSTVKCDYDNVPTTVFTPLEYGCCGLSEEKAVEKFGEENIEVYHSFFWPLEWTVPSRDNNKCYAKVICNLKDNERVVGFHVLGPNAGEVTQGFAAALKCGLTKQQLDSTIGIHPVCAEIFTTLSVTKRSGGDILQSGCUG
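Rat TrxR1, dispensed at 90 nM, was prereduced with 400 uM NADPH (final) for 5 min at ~22 deg C, then incubated with compound 15 min before 400 uM selenite. A first-read NADPH fluorescence drop versus no-compound background flagged substrates.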
D2 antagonist: antagonists of human D2 dopamine receptor; HEK293 TREx D2 cells, calcium flux, dopamine EC80; P14416; 340,000 compounds, 2% hits; inhibition, % at 10 µM; in the data active = inhibition above about 30%; note: 0% is about no effect
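Calcium flux kinetic readout in an inducible HEK293 TREx D2 line plated overnight at 30 C. After 180 s compound exposure, an EC80 dopamine challenge follows with another 180 s kinetic read to detect antagonism.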
USP1 inh: USP1/UAF1 (human) deubiquitinase inhibition. O94782. recombinant USP1/UAF1, Ub-Rhodamine cleavage fluorescence. Potency, µM (doses to about 57.1 µM), for inactives: at the highest dose activity change, negative = inhibition, usual class: inhibitors. 390,000 compounds, 0.23% hits. AID 743255; note: potency is the fitted concentration of half-maximal effect; % is set by controls: 0 for no effect and ±100 for the full control effect; nearly all actives have a fitted effect of over 60% in size; inactives centre near -12
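Step one: compound is pinned into 1nM USP1/UAF1 in HEPES pH 7.8 buffer with TCEP. Step two: 15 min room-temperature incubation. Step three: Ub-Rho (150nM final) starts cleavage, tracked by fluorescence over six one-minute reads.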
D2 ag: D2 dopamine receptor (human) agonism | activation, % at 2 µM | AID 485358 | 340,000 compounds, 0.53% hits | P14416 | HEK293 T-REx D2 cells, calcium flux agonist mode;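 active = activation over 3 SD above normal in the single-dose calcium agonist read, cut at about 30% in these data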; note: 0% is about no effect
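Tetracycline-induced HEK293 Trex cells with D2 receptor force-coupled to calcium signaling, plated overnight at 30 C and loaded with no-wash calcium dye. Calcium flux read kinetically for 180 s after compound addition; responses flag agonists.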
TRHR enhancer: allosteric enhancers of human TRH receptor. P34981. TRHR cells, fluo-8 calcium fluorescence, EC20 TRH enhancement. enhancement, % at 2 µM. 360,000 compounds, 0.66% hits. AID 493056; in the data active = enhancement above about 30%; note: 0% is about no effect
Target sequence (P34981 whole entry, looked up): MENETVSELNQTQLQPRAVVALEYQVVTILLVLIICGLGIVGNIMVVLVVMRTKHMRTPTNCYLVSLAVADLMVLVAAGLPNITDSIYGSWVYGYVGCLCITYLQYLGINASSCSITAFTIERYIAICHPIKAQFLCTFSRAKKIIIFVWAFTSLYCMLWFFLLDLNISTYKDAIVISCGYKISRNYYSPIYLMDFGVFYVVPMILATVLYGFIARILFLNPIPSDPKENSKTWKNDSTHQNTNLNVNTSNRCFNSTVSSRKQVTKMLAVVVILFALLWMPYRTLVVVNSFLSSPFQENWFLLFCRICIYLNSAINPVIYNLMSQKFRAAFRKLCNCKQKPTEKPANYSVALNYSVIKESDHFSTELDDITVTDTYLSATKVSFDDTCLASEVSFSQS
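Enhancer read-out: after compound pinning and an initial kinetic agonist-mode read, an EC20 of TRH (10 nM final) was injected and fluo-8 calcium signal (Ex 480/Em 530) followed at 1 s/cycle for 100 cycles in TRHR-expressing cells.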
TRHR agonist: agonists of human TRH receptor; P34981; TRHR cells, calcium flux fluo-8, FDSS agonist mode; activation, % at 2 µM; 360,000 compounds, 0.18% hits; in the data active = activation above about 30%; note: 0% is about no effect
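In this calcium-flux screen, cells bearing human TRHR are dye-loaded with fluo-8, baselined for 10 cycles, then exposed to library compounds; positive kinetic calcium responses during the agonist phase mark hits, with TRH as control.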
TrxR1 inh: rat TrxR1 inhibition | Potency, µM (series often up to 114 µM), for inactives: at the top dose activity change, negative = inhibition, usual class: inhibitors | recombinant rTrxR1, NADPH fluorescence consumption, selenite substrate | 390,000 compounds, 1% hits; note: potency is the fitted concentration of half-maximal effect; % is set by controls: 0 for no effect and ±100 for the full control effect; nearly all actives have a fitted effect of over 65% in size
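Rat TrxR1 (90 nM in the dispensed reagent) was pre-reduced with 400 uM NADPH for 5 min at room temperature, then incubated with compound for 15 min. After 400 uM selenite was added, NADPH fluorescence (Ex 340/Em 450 nm) was followed for 8 min.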
* hit, by the source's call; i = inactive; ? = inconclusive; . = no result given; & = joins results of further samples; [ ] = dose if it differs, or a comment. Unless noted, calls come from the whole dose curve; as a rule, active = well fitted inhibition curve with a large enough effect; inconclusive = small, poorly fitted or top-dose-only effect; inactive = no such curve, though single readings can be large or run the other way.

SMILES	mIDH1 inhibitor	Pin1 inh	TrxR1 substrate	D2 antagonist	USP1 inh	D2 ag	TRHR enhancer	TRHR agonist	TrxR1 inh
CCOc1ccccc1NC(=O)[C@@H](NC(=O)c1ccccc1F)C(C)C	0%	-1%	5%	0	-6%	-2.7	-2	-2.8	14%
CC(Nc1ccc(-c2nc(-c3ccco3)no2)cc1[N+](=O)[O-])c1ccccc1 (stereo unspecified)	12%	3%	-10%	.	-24%	-1.2	-3	-0.3	45µM*
CCn1c(SCC(=O)Nc2cc(NC(C)=O)ccc2OC)nnc1-c1ccccn1	2%	0%	1%[57.1 µM]	-1	-5%	0.6	5	0.2	3%[57.1 µM]
CSc1nnnn1-c1cccc(O)c1	0%	-9%	-13%	-22	-7%	0.0	8	0.0	-12%
COC(=O)c1cccc(N(C(=O)c2cnccn2)C(C(=O)NC2CCCCC2)c2cn(C)nc2C)c1 (stereo unspecified)	12%	-2%	4%	.	-11%	.	-1	0.2	7%
O=C(Cc1ccc(Cl)cc1)OCC(=O)c1ccc[nH]1	-4%	-4%	0%	-18	-27%	0.6	3	-0.2	24%
CC1(C)CC(=O)C2=C(C1)N(c1ccccc1C#N)C(N)=C(C#N)C2c1cccs1 (stereo unspecified)	-7%	6%	-3%[57.1 µM]	1	-3%	-1.1	-1	0.1	?
N#Cc1ccccc1CN1C(=O)NC(Cc2c[nH]c3ccccc23)C1=O (stereo unspecified)	2%	0%	10%[57.1 µM]	0	-19%	0.1	-1	0.1	23%[57.1 µM]
COc1ccc(C2C(C(=O)c3cccs3)=C(O)C(=O)N2Cc2cccnc2)cc1OC (stereo unspecified)	12%	0%	-2%[57.1 µM]	-9	-17%	-0.8	3	-0.7	-1%[57.1 µM]
O=S(=O)(NCCc1ccccc1)c1ccc(F)cc1Br	11%	-3%	-1%	.	-6%	.	.	.	5%
CC(C(=O)Nc1nccs1)c1ccc([N+](=O)[O-])cc1 (stereo unspecified)	2%	-5%	-3%	.	-14%	.	-2	2.2	21%
COc1ccc(S(=O)(=O)N2CCCCCC2)cc1NC(C)C(=O)Nc1ccc(NC(C)=O)cc1 (stereo unspecified)	0%	1%	-2%	.	-12%	.	.	.	-5%
Cc1cc(OCC(=O)N2CCC(C(N)=O)CC2)c2c(C)c(C)c(=O)oc2c1	2%	5%	23%	-3	-20%	-0.5	-1	-0.7	16%
CCSc1nnnn1-c1ccccc1	11%	-1%	2%	-16	-8%	-2.0	10	-1.6	6%
COc1ccccc1C(=O)NCCCCNC(=O)c1ccccc1OC	2%	-11%	8%[57.1 µM]	.	-19%	.	.	.	12%[57.1 µM]
CCCC(=O)Nc1cc2c3c(c1)CCN3C(=O)CC2	5%	-5%	-6%	6	-26%	-0.2	3	0.7	0%
CCCc1nc2ccc(NC(=O)NCCC(=O)OCC)cc2c(=O)n1Cc1cccc(Cl)c1	0%	0%	0%	-16	-15%	-0.4	1	-0.6	6%
O=C(NCc1ccccc1)NC(O)C(Cl)(Cl)Cl (stereo unspecified)	1%	7%	0%[57.1 µM]	18	-18%	0.3	-3	0.4	1%[57.1 µM]
CCOc1ccc(-c2cc(C(=O)NCCc3ccc(OC)c(OC)c3)[nH]n2)cc1	-5%	10%	2%	.	7%	-1.1	16	-0.8	7%
O=Cc1ccccc1OCCOc1ccc([N+](=O)[O-])cc1	-6%	1%	1%	-9	-22%	0.8	-4	-2.1	28%
CCCSc1nnc2n(N)c(=O)c3ccccc3n12	3%	3%	-5%	13	-12%	0.5	2	-0.5	-8%
COCCn1c(SCC(=O)NCc2ccc3c(c2)OCO3)nc2ccccc2c1=O	0%	4%	-2%	-4	3%	0.2	-1	0.6	12%
COc1ccc(N2C(=O)C3CCCN3C2c2ccc(F)cc2)cc1Cl (stereo unspecified)	0%	0%	-6%	-10	-6%	0.8	5	0.4	-17%
COCC(=O)N(Cc1cc2ccc(C)cc2[nH]c1=O)c1ccccc1C	-6%	-1%	5%	-2	0%	-1.1	-4	-0.1	8%
O=C(NCCCN1CCOCC1)c1ccc2c(c1)N(Cc1cccc(Cl)c1)C(=O)c1ccccc1S2=O (stereo unspecified)	-9%	-1%	9%[57.1 µM]	-2	-16%	0.8	-2	2.1	21%[57.1 µM]
COc1cc(OC)nc(NC(=S)NC(=O)c2ccccc2)n1	16%	10%	-2%	-5	3%	0.0	0	-0.6	-5%
CNS(=O)(=O)Cc1ccc2[nH]cc(CCN(C)C)c2c1	1%&-3%	-4%&-5%	1%&2%	10	-27%&-27%	-0.1	-6	-1.4	3%&-7%
O=C(CCNC(=O)c1ccc(Br)cc1)NNC(=O)COc1ccccc1F	3%	-13%	5%[57.1 µM]	.	-10%	.	.	.	5%[11.4 µM]
CC(NC(=O)c1cccs1)C(S)c1ccccc1 (stereo unspecified)	0%	16%	5%	-7	-21%	-0.3	0	0.8	15%
O=C(Cn1nnc(-c2ccccc2)n1)N/N=C/c1cccc([N+](=O)[O-])c1	16%	1%	-1%	-15	-11%	-0.8	-2	-1.0	9%
COc1ccc(S(=O)(=O)N(CC(=O)NCc2ccco2)c2ccccc2)cc1OC	5%	.	5%	-12	2%	-0.4	1	0.3	-16%
O=C(O)CCCNC(=O)C(c1ccccc1)c1ccccc1	6%&4%	?	2%&4%[57.1 µM]	8&-3	-11%&0%	0.6&0.8	0&6	0.4&0.5	2%&5%[57.1 µM]
CCOC(=O)c1ccccc1NC(=O)c1cccc2c1C(=O)N(C1CCN(C(=O)OCC)CC1)C2	-9%	1%	12%[57.1 µM]	21	0%	-2.1	2	0.0	31%[57.1 µM]
N#Cc1ccc(NCC(=O)Nc2ccc(S(=O)(=O)N3CCCCC3)cc2)cc1	4%	24%	3%	-23	-19%	0.0	-7	0.8	31%
Cc1ccc(NC(=O)c2cc(S(=O)(=O)N3CCOCC3)ccc2F)c(C)c1	6%	-3%	0%	0	-23%	-0.4	6	-1.3	12%
CN1CCN(C2=CC3=CC(=C(C#N)C#N)CCC3CC2)CC1 (stereo unspecified)	19%	?	-8%[57.1 µM]	49*	i[2.29 µM]	173*	17	315*	-1%[57.1 µM]
C=C(C)CSc1nnc(-c2cccc(Cl)c2)n1N	4%	-5%	-5%	14	-26%	0.3	-4	0.8	-11%
NS(=O)(=O)c1ccc(N=Nc2c(O)[nH]c3ccc(Br)cc23)cc1	2%	?	-8%	11	-15%	1.0	-1	1.9	-2%
COc1ccc(-c2nc(C)sc2CC(=O)O)cc1	5%	-1%	-10%	-8	2%	0.4	0	0.5	12%[57.1 µM]
COC(=O)c1ccc(NC(=O)CC2Nc3cc(C)c(C)cc3NC2=O)cc1 (stereo unspecified)	-1%	0%	1%	.	?	1.3	-1	3.3	12%
COc1ccc(NC(=O)NNC(=O)COc2cc(C)c(Cl)c(C)c2)c(OC)c1	-1%	-1%	-10%	-17	-7%	1.2	-6	-0.8	-10%
Cc1cc(NC(=O)COC(=O)c2ccc(NS(=O)(=O)c3ccc(C)c(C)c3)cc2)no1	-2%	4%	-6%	-11	-15%	-0.3	3	3.7	-1%
CN(C(=O)CN1CCN(c2ccccc2F)CC1)C1CCCc2ccccc21 (stereo unspecified)	4%	-2%	-1%	19	-12%	1.8	-9	-0.5	4%
Cc1ccc(C(=O)NCCCNC(=O)COc2ccc(Cl)cc2)cn1	0%	-1%	-3%	-21	6%	1.4	5	0.4	-19%
CSc1nnc2c(n1)OC(c1ccc(C(=O)O)cc1)N(C(C)=O)c1ccccc1-2 (stereo unspecified)	14%	0%	0%[57.1 µM]	11	-7%	0.6	14	-0.3	2%[57.1 µM]
Cn1ncc([N+](=O)[O-])c1C(=O)N1CCCCCC1	4%	-8%	6%	-2	-19%	0.9	0	0.0	22%

Among those listed so far, 3 have a thiophene ring, fused or not.
SMILES	mIDH1 inhibitor	Pin1 inh	TrxR1 substrate	D2 antagonist	USP1 inh	D2 ag	TRHR enhancer	TRHR agonist	TrxR1 inh
CC1(C)CC(=O)C2=C(C1)N(c1ccccc1C#N)C(N)=C(C#N)C2c1cccs1 (stereo unspecified)	-7%	6%	-3%[57.1 µM]	1	-3%	-1.1	-1	0.1	?
COc1ccc(C2C(C(=O)c3cccs3)=C(O)C(=O)N2Cc2cccnc2)cc1OC (stereo unspecified)	12%	0%	-2%[57.1 µM]	-9	-17%	-0.8	3	-0.7	-1%[57.1 µM]
CC(NC(=O)c1cccs1)C(S)c1ccccc1 (stereo unspecified)	0%	16%	5%	-7	-21%	-0.3	0	0.8	15%

Part of the list above in a different format.
Order of results – mIDH1 inhibitor | Pin1 inh | TrxR1 substrate | D2 antagonist | USP1 inh | D2 ag | TRHR enhancer | TRHR agonist | TrxR1 inh
CCOC(=O)c1ccccc1NC(=O)c1cccc2c1C(=O)N(C1CCN(C(=O)OCC)CC1)C2
→ -9% | 1% | 12%[57.1 µM] | 21 | 0% | -2.1 | 2 | 0.0 | 31%[57.1 µM]
Cc1ccc(C(=O)NCCCNC(=O)COc2ccc(Cl)cc2)cn1
→ 0% | -1% | -3% | -21 | 6% | 1.4 | 5 | 0.4 | -19%
COc1ccc(NC(=O)NNC(=O)COc2cc(C)c(Cl)c(C)c2)c(OC)c1
→ -1% | -1% | -10% | -17 | -7% | 1.2 | -6 | -0.8 | -10%
COc1ccc(S(=O)(=O)N(CC(=O)NCc2ccco2)c2ccccc2)cc1OC
→ 5% | . | 5% | -12 | 2% | -0.4 | 1 | 0.3 | -16%
C=C(C)CSc1nnc(-c2cccc(Cl)c2)n1N
→ 4% | -5% | -5% | 14 | -26% | 0.3 | -4 | 0.8 | -11%

A portion of the library. The share of hits here may be higher or lower than overall.
